From PubChem
GDH-TPI inh = GDH-TPI coupled enzyme inhibition counter-screen; GDH-TPI coupled enzyme counterscreen, NADH absorbance; inhibition, % at 4.8 µM; 360,000 compounds, 1.2% hits; AID 588335;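 further: 0% = DMSO wells and 100% = wells lacking the enzyme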
FadD28 binding = M. tuberculosis FadD28 bisubstrate binding inhibition; FadD28 bisubstrate probe binding, fluorescence polarization; inhibition, % at 12.5 µM; 360,000 compounds, 0.22% hits; AID 588549; in the data active means inhibition above about 8.5%, passing the limit was not always enough; inconclusive means no clear call, values can overlap the other calls
FBA Mtb inh = Mtb fructose-bisphosphate aldolase inhibition | P9WQA3 | purified M. tuberculosis FBA, fluorescence read-out | inhibition, % at 1 µM | 360,000 compounds, 2.3% hits | AID 588726; in the data active means inhibition above about 27%;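 further: 0% = vehicle and 100% = reference inhibitor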
Target sequence (P9WQA3 whole entry, looked up): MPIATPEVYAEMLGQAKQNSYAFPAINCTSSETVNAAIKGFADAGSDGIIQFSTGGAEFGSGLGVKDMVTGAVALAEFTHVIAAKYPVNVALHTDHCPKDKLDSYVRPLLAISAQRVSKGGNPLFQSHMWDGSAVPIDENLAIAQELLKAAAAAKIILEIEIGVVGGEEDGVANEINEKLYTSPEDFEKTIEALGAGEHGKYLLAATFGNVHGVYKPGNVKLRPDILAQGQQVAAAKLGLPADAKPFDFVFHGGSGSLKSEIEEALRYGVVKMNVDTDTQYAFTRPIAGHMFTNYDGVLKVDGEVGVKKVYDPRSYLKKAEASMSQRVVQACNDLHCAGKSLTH
BioA inh = inhibitors of Mycobacterium tuberculosis BioA enzyme | 360,000 compounds, 0.096% hits | purified M. tuberculosis BioA enzyme, plate reader | inhibition, % at 9.99 µM; in the data active means inhibition above about 40%; inconclusive means no clear call, values can overlap the other calls
Mtb UGM inh = blocks M. tuberculosis UGM enzyme; P9WIQ1; purified UGM, fluorescence polarization probe displacement; AID 504406; inhibition, % at 10 µM; 320,000 compounds, 0.06% hits; in the data active means inhibition above about 10%, passing the limit was not always enough; inconclusive means no clear call, values can overlap the other calls
Target sequence (P9WIQ1 whole entry, looked up): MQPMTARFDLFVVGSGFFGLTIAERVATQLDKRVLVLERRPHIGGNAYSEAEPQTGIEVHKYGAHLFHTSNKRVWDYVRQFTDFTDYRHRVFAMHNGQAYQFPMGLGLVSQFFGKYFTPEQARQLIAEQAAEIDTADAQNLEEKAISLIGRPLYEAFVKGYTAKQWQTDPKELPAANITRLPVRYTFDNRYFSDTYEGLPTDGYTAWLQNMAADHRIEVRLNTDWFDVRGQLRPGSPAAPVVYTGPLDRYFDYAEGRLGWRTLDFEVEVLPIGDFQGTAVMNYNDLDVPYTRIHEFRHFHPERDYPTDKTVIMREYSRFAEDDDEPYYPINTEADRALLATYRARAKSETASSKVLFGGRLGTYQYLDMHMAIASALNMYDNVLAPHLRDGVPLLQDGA
CCHFV vOTU inh = CCHFV vOTU protease inhibition | Pep-AMC fluorescence | inhibition, % at 11.5 µM | 370,000 compounds, 0.55% hits; further: 0% = vehicle wells with enzyme and 100% = no enzyme wells
BoNT-A LC inh2 = blocks Botulinum neurotoxin A light chain protease; inhibition, % at 10 µM; multiplex microsphere protease substrate cleavage, flow cytometry; 360,000 compounds, 0.17% hits; in the data active means inhibition above about 30%; inconclusive means no clear call, values can overlap the other calls; further: plate controls were buffer without enzyme for full effect and enzyme alone for no effect
PrPC TRFRET = cell surface PrPC inhibition, primary TR-FRET screen. P04156. TR-FRET read-out. inhibition, % at 13.8 µM. 370,000 compounds, 0.43% hits. AID 720596; in the data active means inhibition above about 24%; further: 0% = median of the test wells and 100% = reference compound wells
BoNT-F LC inh = BoNT F light chain protease inhibition; inhibition, % at 10 µM; Multiplex microsphere protease cleavage assay, flow cytometry; 360,000 compounds, 0.22% hits; in the data active means inhibition above about 35%, passing the limit was not always enough; inconclusive means no clear call, values can overlap the other calls; further: plate controls were buffer without enzyme for full effect and enzyme alone for no effect
Numbers without * were called inactive; ? = inconclusive; nt = no result given; + = active, no number; & = joins results of further samples. Unless noted, no stated cut-off is given here; in the data, active means inhibition above about 30%; inactive means the rest.

item	structure	GDH-TPI inh	FadD28 binding	FBA Mtb inh	BioA inh	Mtb UGM inh
1	CC(=O)c1cccc(-c2ccnc3c2CC(C(=O)Nc2ccc4c(c2)OCO4)O3)c1 (configuration not stated)	8.8	-2.7	-1.8	-1.2	nt
2	O=C(CCCN1C(=O)/C(=C/c2ccccc2)SC1=S)Nc1ccc(C(=O)O)c(O)c1	10.6	-2.9	-3.9	2.7	-2.3
3	CCN(C(=O)Cc1c(C(=O)O)n(C)c2ccccc12)c1cccc(C)c1	4.6	-2.4	3.2	nt	-1.6
4	O=C(CCC1CCCC1)N1CCN(C(=O)c2cccnc2)CC1	0.3	-0.6	8.1	-1.5	-1.8
5	O=C(NN=C1CCCCCCCCCCC1)c1cccc(S(=O)(=O)N2CCOCC2)c1	0.7	1.1	-0.5	nt	0.4
6	O=C(CN1CCN(C(c2ccccc2)c2ccccc2)CC1)NCc1ccccc1	-3.1	-4.5	0.7	-0.4	3.3
7	CC(C)CNC(=O)c1ccccc1NC(=O)CN(c1ccccc1)S(=O)(=O)N(C)C	-1.6	0.4	-0.3	nt	1.7
8	C=C(C)n1c(=O)n(Cc2ccc(C)cc2)c2ccccc21	-2.1	0.8	0.4	0.0	-1.1
9	C[C@H](CO)N1C[C@H](C)[C@@H](CN(C)C(=O)OCc2ccccc2)OCc2cn(nn2)CCCC1=O	8.1	0.4	4.0	0.0&-1.3	nt
10	Cc1ccc(SCc2cc(=O)[nH]c(N3CCCCC3)n2)cc1	1.8	0.5	-1.6	-1.0	0.6
11	COc1ccc2c(C)cc(SC3CCOC3=O)nc2c1 (configuration not stated)	14.2	-0.4	-0.3	nt	0.6
12	CCc1nc(N2CCN(Cc3ccc4c(c3)OCO4)CC2)c2oc3ccccc3c2n1	1.4	-4.4	1.1	-2.5	1.9
13	S=c1[nH]nc(-c2ccncc2)n1/N=C/c1ccccc1	-13.5	-1.5	-3.7	nt	0.5
14	CCCc1cc(=O)[nH]c(SCC(=O)NC2CCCCCCC2)n1	11.6	-0.6	2.8	0.6	0.9
15	O=C(NNC(=S)NCC1CCCO1)c1cc(Br)ccc1Cl (configuration not stated)	-1.3	-0.2	1.8	-1.9	-0.3

item	CCHFV vOTU inh	BoNT-A LC inh2	PrPC TRFRET	BoNT-F LC inh
1	-2.4	-0.6	18.0	-6.2
2	30.3*	-0.9	-11.3	-1.1
3	-3.7	-12.7	3.6	?
4	1.3	-1.3	-4.6	-1.1
5	-8.8	-1.3	-0.5	-16.3
6	4.9	0.0	-2.0	6.5
7	11.3	0.8	2.7	-2.5
8	13.1	-3.0	10.3	-6.2
9	2.0	0.2	7.0	-1.4
10	3.7	-0.2	-6.1	-4.8
11	-2.6	-2.1	16.3	-16.1
12	-0.2	1.4	2.1	1.7
13	12.5	-0.5	1.3	-2.0
14	13.8	0.5	6.5	-0.4
15	10.8	-2.5	-2.6	0.9

Additional results follow:
item	structure	GDH-TPI inh	FadD28 binding	FBA Mtb inh	BioA inh	Mtb UGM inh
16	CCN(CC)C(=O)C1=C(C)N(CCCOC)C(=O)C(CC(=O)NCCCN(C)C)C1 (configuration not stated)	-5.7	-3.8	0.1	0.4	nt
17	O=C(c1ccc(OC2CCN(C(=O)C3CC3)CC2)cc1)N(CCO)Cc1ccccc1	5.2	-1.0	1.6	nt	2.6
18	O=C(CCc1nc2ccccc2c(=O)[nH]1)Nc1cc(Cl)ccc1N1CCCCC1	-4.0	nt	-1.3	0.7	-0.9
19	CCC(=O)Nc1ccc(N2CCN(C(=O)c3cccs3)CC2)cc1	9.8	-1.9	-0.4	nt	0.1
20	O=C(CN(Cc1ccc2c(c1)OCO2)C(=O)c1cnsn1)NC1CCCC1	-5.1	-0.5	2.2	-1.5	-0.9
21	CCOC(=O)N1CCc2c(sc(NC(=O)CN3CCN(C)CC3)c2C(=O)Nc2ccccc2)C1	5.9	2.6	0.3	nt	-0.9
22	O=C(N/N=C/c1ccccc1OCc1ccccc1)c1cccnc1	20.8	-4.3	-2.6	nt	-2.0
23	COC(=O)CCC(=O)Nc1cccc(Cl)c1	5.6	-1.5	1.4	-0.3	4.0
24	Cc1ccc(S(=O)(=O)NCC(=O)N2CCc3ccccc3C2)cc1	7.0	-2.0	0.6	-0.3	2.6
25	O=C(Nc1ccc(N2CCOCC2)c(Cl)c1)c1ccco1	4.2	-2.9	3.0	2.2	-4.2
26	N#C/C(=C/c1cccn1-c1cccc(C(=O)O)c1)c1ccc(Cl)cc1	13.2	-7.8	-2.2	nt	-0.2
27	Cc1cccc(CSCc2nnc(N)s2)c1	-1.7	-1.1	1.1	nt	0.5
28	CC(C)(C)OC(=O)N(CCc1ccccc1)Cc1cccc(OCc2cccc(NC(=O)/C=C/c3ccccc3)c2)c1	22.6	-1.4	-2.5	0.4	nt
29	CCO/C=C1/C(=O)N(Cc2ccccc2)C(=O)c2ccccc21	-1.1	1.1	2.5	nt	-1.5
30	CSc1ccc(Cl)c(C(=O)N2CCN(CC(=O)N3CCCC3)CC2)c1	-1.8	nt	-3.4	-1.2	-3.3

item	CCHFV vOTU inh	BoNT-A LC inh2	PrPC TRFRET	BoNT-F LC inh
16	-4.5	0.1	5.0	6.2
17	4.7	-0.5	9.0	-5.0
18	6.7	-3.0	7.7	-8.8
19	-8.7	0.8	6.2	-5.5
20	5.6	-0.1	-2.1	-2.4
21	-10.9	-0.5	-9.0	2.4
22	-9.5	-0.3	8.7	3.0
23	2.2	0.3	7.7	10.6
24	-14.9	-1.6	-1.7	?
25	6.1	0.1	-4.5	-9.1
26	8.8	-0.2	-2.1	7.5
27	4.0	0.9	5.5	7.8
28	13.0	-0.3	5.9	-6.9
29	95.1*	-0.6	-2.5	-0.6
30	2.4	-3.4	-4.3	-2.3

Continued.
item	structure	GDH-TPI inh	FadD28 binding	FBA Mtb inh	BioA inh	Mtb UGM inh
31	COc1ccc(NC(=O)NCCN2CCN(c3cc(OC)ccc3OC)CC2)cc1	12.9	-3.4	-0.7	-1.0	0.4
32	CC(C)C(C(=O)O)N1C(=O)/C(=C/C=C/c2ccco2)SC1=S (configuration not stated)	12.3	47.2*	-3.1	nt	-4.1
33	CC(=O)Oc1ccc(S(=O)(=O)c2ccc(OC(C)=O)cc2)cc1	5.0	-1.4	0.6	-3.5	-0.3
34	Cc1cc(-c2nc3cccnc3s2)ccc1NS(=O)(=O)c1ccc2c(c1)OCCO2	30.6	-4.6	+	-1.4	4.1
35	COC(=O)c1ccnc(/C=N/O)c1	-12.3	-2.8	-1.6	-1.8	0.9
36	C[C@H](NC(=O)[C@H]1N2C(=O)c3ccccc3C2SC1(C)C)C(=O)N1CCCCC1 (some centres not stated)	-4.3	-2.5	-0.4	-1.9	-1.3
37	c1ccc(CCN(Cc2ccccc2)Cc2nc(C3CC3)no2)cc1	-2.6	0.8	1.2	nt	-0.9
38	O=C1NC[C@H](CCCCN2C[C@H](Cc3ccccc3)N(CCC3CCCCC3)C(=O)C2=O)N(CCc2ccccc2)C1=O	nt	nt	nt	nt	nt
39	COc1ccc(C2Nc3ccccc3C(=O)N2NS(=O)(=O)c2ccccc2)cc1OC (configuration not stated)	1.8	-2.8	12.0	nt	-0.5
40	CCOc1ccc(NC(=O)CCC(=O)c2ccc(-c3ccccc3)cc2)cc1	4.1	-0.1	2.1	nt	-2.1
41	O=C(c1ccccc1F)N1CCCC(N2CCN(Cc3ccc4c(c3)OCO4)CC2)C1 (configuration not stated)	-7.1	-2.2	-2.2	-0.4	nt
42	CCOc1cc(/C=C2\SC(=O)N(c3ccc(O)cc3)C2=O)ccc1O	23.6	-1.1	-16.0	nt	-0.2
43	Cc1nn(-c2ccccc2)c2c1C1(C(=O)Nc3ccccc31)N1C(=N2)Sc2ccccc21 (configuration not stated)	22.7	-3.9	-1.3	-2.8	2.6
44	CCCCc1c(-c2ccccc2OC)ncn1CCc1ccccc1	nt	nt	nt	nt	nt
45	COc1ccc(N2C(=O)CCC(C(=O)NCCCN3CCC(C)CC3)C2c2ccc(OC)c(OC)c2)cc1 (configuration not stated)	-1.8	-3.4	1.9	-0.2	4.2

item	CCHFV vOTU inh	BoNT-A LC inh2	PrPC TRFRET	BoNT-F LC inh
31	-6.2	1.4	-6.4	1.7
32	nt	0.1	nt	-6.5
33	6.0	0.4	7.1	-4.5
34	-141.6	-0.3	3.8	-6.3
35	3.8	0.2	-3.7	1.8
36	-5.1	0.0	4.2	-2.8
37	1.1	-0.1	-3.3	-1.6
38	5.4	0.0	5.1	-2.3
39	-28.3	-0.1	8.1	-3.5
40	-12.5	-0.3	-4.3	-7.4
41	-0.5	-0.3	-3.8	-4.1
42	8.4	-1.0	-24.1	-6.1
43	nt	-0.3	nt	-19.3
44	13.4	0.7	4.7	-6.9
45	-0.4	-0.3	-0.4	-5.0

Pulled by compound from above, 7 records:
item	structure	GDH-TPI inh	FadD28 binding	FBA Mtb inh	BioA inh	Mtb UGM inh
38	O=C1NC[C@H](CCCCN2C[C@H](Cc3ccccc3)N(CCC3CCCCC3)C(=O)C2=O)N(CCc2ccccc2)C1=O	nt	nt	nt	nt	nt
31	COc1ccc(NC(=O)NCCN2CCN(c3cc(OC)ccc3OC)CC2)cc1	12.9	-3.4	-0.7	-1.0	0.4
45	COc1ccc(N2C(=O)CCC(C(=O)NCCCN3CCC(C)CC3)C2c2ccc(OC)c(OC)c2)cc1 (configuration not stated)	-1.8	-3.4	1.9	-0.2	4.2
39	COc1ccc(C2Nc3ccccc3C(=O)N2NS(=O)(=O)c2ccccc2)cc1OC (configuration not stated)	1.8	-2.8	12.0	nt	-0.5
44	CCCCc1c(-c2ccccc2OC)ncn1CCc1ccccc1	nt	nt	nt	nt	nt
43	Cc1nn(-c2ccccc2)c2c1C1(C(=O)Nc3ccccc31)N1C(=N2)Sc2ccccc21 (configuration not stated)	22.7	-3.9	-1.3	-2.8	2.6
32	CC(C)C(C(=O)O)N1C(=O)/C(=C/C=C/c2ccco2)SC1=S (configuration not stated)	12.3	47.2*	-3.1	nt	-4.1

item	CCHFV vOTU inh	BoNT-A LC inh2	PrPC TRFRET	BoNT-F LC inh
38	5.4	0.0	5.1	-2.3
31	-6.2	1.4	-6.4	1.7
45	-0.4	-0.3	-0.4	-5.0
39	-28.3	-0.1	8.1	-3.5
44	13.4	0.7	4.7	-6.9
43	nt	-0.3	nt	-19.3
32	nt	0.1	nt	-6.5

Next section:
item	structure	GDH-TPI inh	FadD28 binding	FBA Mtb inh	BioA inh	Mtb UGM inh
46	COc1ccc2c(C)cc(N3CCCCCC3)nc2c1	1.0	-3.3	5.1	nt	0.6
47	CCOC(=O)[C@H]1[C@H]2COc3ccccc3[C@@H]2N2C(=O)[C@@H](C)NC(=O)[C@@]12C	-11.2	-1.9	-0.7	0.3	1.0
48	N=c1sccn1CC(=O)Nc1ccc(Cl)cc1[N+](=O)[O-]	3.3	-0.1	0.6	-1.1	1.5
49	Cc1ccsc1/C=N/n1c(-c2cc(-c3ccccc3)n[nH]2)n[nH]c1=S	23.9	-5.2	0.0	nt	0.6

item	CCHFV vOTU inh	BoNT-A LC inh2	PrPC TRFRET	BoNT-F LC inh
46	16.4	-0.7	6.7	-1.1
47	13.2	-0.4	0.6	-1.7
48	11.8	0.6	-15.7	0.4
49	-4.6	?	3.9	?
